From PubChem BioAssay
E-sel TNF inh: TNF alpha driven E-selectin expression inhibition | HUVEC TNFa-induced E-selectin immunofluorescence, high content | 120,000 compounds, 0.71% hits | inhibition, % at 2 µM | AID 1246;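 active = inhibition above the batch mean plus 3 SD, and confirmed as a hit on visual image review, cut at about 43% in these data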;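 note: 0% = TNF-stimulated DMSO wells and 100% = unstimulated control wells; not every result past the cut was called active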
Starred values were filed as active, the others as inactive.

SMILES	E-sel TNF inh
O=C(c1ccccn1)N(Cc1cccs1)C1(C(=O)NC2CCCCC2)CCCCC1	-38.4

An excerpt, so the mix of outcomes need not match the whole.
